# Assay outcomes (PubChem BioAssay)
# Lung fibro prol = blocks proliferation of human lung fibroblasts; LL 47 human lung fibroblast viability, ATP luminescence; hits give low values; AID 719; 85,000 tested, 1.1% active; viability, % at 10 µM;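 active = viability at or below 50% in the single dose screen; inactive = viability above 50%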;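 note: compound exposure lasted 72 h before the ATP readout; 100% = median luminescence of untreated cell-only wells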
#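 Material: Human LL 47 lung fibroblast cells | Input: 1,150 cells/well | Buffer or medium: IMEM plus 15% FBS | Compound dosing: 0.1% DMSO in all compound wells | Times: Overnight cell rest, 72 h compound treatment at 37 °C | Signal: CellTiter-Glo luminescence measuring cellular ATP | Measure: % viability versus median cells-only luminescence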
# ERa SRC1 pot = ER-alpha (human) coactivator binding potentiation | P03372 | TR-FRET ERalpha-LBD/SRC-Cy5 coactivator binding, 2 h; 100 = basal binding, no effect | coactivator binding (% of control), % at 25.6 µM | 86,000 tested, 1.3% active | AID 639; in the data active = activity above about 200%;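 note: binding measured in presence of low estradiol as agonist stimulus; 0% = peptide alone without receptor and 100% = receptor with peptide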
# Smad3 FoxH1 inh = Smad3 (human) transcription factor binding inhibition; 88,000 tested, 0.29% active; AID 630; P84022; inhibition, % at 25 µM; TR-FRET Smad3/Dy647-FoxH1 peptide binding, europium anti-His;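 active = compounds that reduce the energy-transfer binding signal between the protein and its labelled peptide by more than half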;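 note: 0% = Smad3 plus labelled peptide maximal FRET and 100% = peptide-only background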
# ERb SRC1 inh = ER-beta (human) coactivator binding inhibition. inhibition, % at 25.6 µM. TR-FRET ER-beta LBD / SRC1-Cy5 peptide binding; receptor agonist-loaded with 1 µM estradiol. Q92731. 86,000 tested, 1.3% active;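 active = compounds whose percent inhibition of the receptor-coactivator binding signal exceeds about 50% in the single-dose screen, limit read from the data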;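 note: 0% = receptor plus peptide wells without compound and 100% = peptide-only wells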
# H69AR growth 86K = blocks growth of human H69AR lung tumor cells; H69AR lung tumor viability, ATP luminescence, 72 h; hits give low values; viability, % at 10 µM; 85,000 tested, 6% active;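 active = viability at or below 40%; inactive = viability above 40%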;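 note: multidrug resistant small cell line overexpressing MRP-1 efflux transporter; 100% = mean luminescence of untreated control wells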
# Mac1 fbg enh = increases human CD11b/CD18 adhesion to fibrinogen; K562 CD11b/CD18 adhesion to fibrinogen, ATPlite luminescence; 93,000 tested, 0.07% active; activation, % at 10 µM;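 active = 10 µM primary screen giving 50% or more activity, confirmed by 40% or more on retest at that dose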; note: strong numbers were not always called active
# Target sequence (P05107 whole entry, looked up, other chains not shown): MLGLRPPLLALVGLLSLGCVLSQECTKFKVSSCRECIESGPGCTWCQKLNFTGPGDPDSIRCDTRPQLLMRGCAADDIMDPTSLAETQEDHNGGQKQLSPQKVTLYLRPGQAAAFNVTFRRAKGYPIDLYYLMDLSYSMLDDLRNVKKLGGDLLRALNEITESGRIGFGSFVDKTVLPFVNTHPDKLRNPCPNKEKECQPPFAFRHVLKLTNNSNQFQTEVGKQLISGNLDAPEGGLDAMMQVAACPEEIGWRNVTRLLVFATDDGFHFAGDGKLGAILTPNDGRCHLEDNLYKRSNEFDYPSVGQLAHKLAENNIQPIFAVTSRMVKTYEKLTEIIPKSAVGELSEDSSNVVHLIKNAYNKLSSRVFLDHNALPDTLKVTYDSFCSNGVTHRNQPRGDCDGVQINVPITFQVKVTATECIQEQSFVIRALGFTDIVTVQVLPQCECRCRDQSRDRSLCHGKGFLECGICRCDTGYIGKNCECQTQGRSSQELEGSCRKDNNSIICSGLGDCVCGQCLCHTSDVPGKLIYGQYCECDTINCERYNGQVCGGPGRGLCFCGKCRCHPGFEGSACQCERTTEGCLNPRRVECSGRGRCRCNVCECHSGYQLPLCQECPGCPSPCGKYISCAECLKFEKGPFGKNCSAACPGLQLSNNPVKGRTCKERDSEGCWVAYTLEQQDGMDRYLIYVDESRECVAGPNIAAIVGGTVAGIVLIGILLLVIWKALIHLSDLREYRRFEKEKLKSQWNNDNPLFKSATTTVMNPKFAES
# MT1-MMP txn act = MT1-MMP promoter transcription activation; HT1080 MT1-MMP promoter luciferase reporter, luminescence, overnight; hits give high values; activation factor at 10 µM; 86,000 tested, 0.16% active;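 active = activation factor of at least 2 for MT1-MMP transcription at 10 µM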
# ERa coact inh = blocks coactivator binding to human estrogen receptor alpha | P03372 | TR-FRET ER-alpha LBD / SRC-1 peptide, estradiol-bound | inhibition, % at 25.6 µM | 86,000 tested, 1.7% active | AID 629; in the data active = inhibition above about 50%;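 note: 0% = receptor plus peptide control and 100% = peptide only without receptor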
# HUVEC inhibit = inhibitors of human endothelial cell proliferation; 86,000 tested, 1.1% active; viability, % at 10 µM (by protocol); HUVEC proliferation, CellTiter-Glo luminescence, 72 h; hits give low values;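 active = viability at or below 30%; inactive = viability above 30%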;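 note: 100% = median luminescence of DMSO-only cell control wells on each plate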
# Numbers without * were called inactive; · = no result given; [ ] = another dose, or the depositor's remark. Only part of the results is shown (hit frequency here may not be typical).
1	O=C(COc1ccccc1Cl)OCC(=O)N1CCN(S(=O)(=O)c2ccccc2)CC1
2	CCOc1ccc(N2CC(=O)Nc3ccccc3NCC2=O)cc1
3	CC(=O)Nc1cccc(C(=O)Nc2ccccc2C(=O)O)c1
4	NC(=O)C1CCCN(S(=O)(=O)c2ccc(Br)cc2)C1 (centres undefined)
5	COc1cc(C(=O)OC(C)C(=O)N2CCc3ccccc3C2)ccc1OCC(=O)N1CCOCC1 (centres undefined)
6	CN(C)S(=O)(=O)c1ccc(C(=O)OCCCN=C2NS(=O)(=O)c3ccccc32)cc1

screen / no.	1	2	3	4	5	6
Lung fibro prol	94	102	102	96	104	96
HUVEC inhibit	103	98	89	78	94	89
ERb SRC1 inh	-7	3[fluorescence artefact?]	-6	12	2[fluorescence artefact?]	5
ERa coact inh	-4	-3[fluorescence artefact?]	-3	14	3[fluorescence artefact?]	-4
Smad3 FoxH1 inh	-6	-7	0	-1	-6	-9
MT1-MMP txn act	1.1	1.1	1.3	1.1	1.1	1.1
H69AR growth 86K	90	90	90	82	100	99
ERa SRC1 pot	90	115	116	112	117	110
Mac1 fbg enh	0	-8	0	0	-2	-1

7	CC12CC(NC(=O)N1c1ccc(C(=O)N3CCN(c4ccccn4)CC3)cc1)c1ccccc1O2 (centres undefined)
8	Cc1nc2ccccc2c(=O)n1/N=C/c1cccnc1
9	COC(=O)c1ccccc1NC(=O)C(C)Oc1ccccc1 (centres undefined)
10	CC(=O)Oc1cc2c(C(=O)NCCN3CCOCC3)c(C)oc2c2ccccc12
11	CCCOC(=O)CC1C(=O)NCCN1Cc1ccc(F)cc1 (centres undefined)
12	CCCc1n[nH]c2c1/C(=N/O)CC(c1ccccc1)C2 (centres undefined)

screen / no.	7	8	9	10	11	12
Lung fibro prol	90	101	92	8.1*	91	101
HUVEC inhibit	103	106	90	4.8*	93	73
ERb SRC1 inh	-2[fluorescence artefact?]	25[fluorescence artefact?]	-7	-8	-9[fluorescence artefact?]	0
ERa coact inh	-7	-4	-10	0	-1	1
Smad3 FoxH1 inh	6	-18	2	5	8	1
MT1-MMP txn act	1	·	1.1	1.3	1.1	0.9
H69AR growth 86K	89	97	95	63	102	50
ERa SRC1 pot	126	122	128	117	92	104
Mac1 fbg enh	-1	-1	·	0	0	7

13	Cc1csc(NC(=O)c2ccoc2C)n1
14	CC(C)COc1ccc(C2NC(=O)NC2=O)cc1 (centres undefined)
15	O=C(Nn1cnnc1)C(Sc1ccccc1)c1ccccc1 (centres undefined)
16	CN(C1CCS(=O)(=O)C1)S(=O)(=O)c1ccc(C2CCCCC2)cc1 (centres undefined)
17	CCOc1ccc(N(CC(=O)NCc2ccccc2OC)S(C)(=O)=O)cc1
18	CS(=O)(=O)N(CC(=O)NCCSc1ccccc1)c1ccc2c(c1)OCO2

screen / no.	13	14	15	16	17	18
Lung fibro prol	90	100	108	98	94	97
HUVEC inhibit	78	97	96	101	92	103
ERb SRC1 inh	-4	-5	2[fluorescence artefact?]	0	-3	2
ERa coact inh	-2[fluorescence artefact?]	-2	5[fluorescence artefact?]	-9	0	9[fluorescence artefact?]
Smad3 FoxH1 inh	-9	0	-8	-9	13	4
MT1-MMP txn act	1.5	1.2	1.1	1	1.5	1
H69AR growth 86K	56	96	87	97	73	98
ERa SRC1 pot	110	71	139	100	122	95
Mac1 fbg enh	-4	·	-2	-2	-2	6

19	O=C(C1CCC(CNc2c(N3CCCCC3)c(=O)c2=O)CC1)N1CCc2ccccc2C1 (centres undefined)
20	Cc1cc2c(cc1C)CSC(c1ccc3ccccc3c1O)SC2
21	O=C(CN1C(=O)C2CC=CCC2C1=O)Nc1nccs1 (centres undefined)
22	Cc1ccc(S(=O)(=O)Oc2ccccc2/C=N/NC(=O)c2c(Cl)cnn2C)cc1
23	Cc1cc(=O)n2nc(N3CCCC3C(=O)NCc3ccccn3)sc2n1 (centres undefined)
24	O=C(Nc1ccc(N2CCOCC2)cc1)c1cc2ccccc2o1

screen / no.	19	20	21	22	23	24
Lung fibro prol	90	98	93	98	102	100
HUVEC inhibit	84	91	95	86	92	105
ERb SRC1 inh	-3	15	2	-3	10	5
ERa coact inh	3	-5	-1	0	6	5
Smad3 FoxH1 inh	5	3	3	14[fluorescence artefact?]	-4	12
MT1-MMP txn act	1	1.4	1.1	1.1	1.3	1.6
H69AR growth 86K	80	38*	90	33*	86	94
ERa SRC1 pot	158	105	116	107	93	109
Mac1 fbg enh	6	3	2	·	-4	·

25	COC(=O)c1ccc(N2C(=O)CC(NCc3ccccc3)C2=O)cc1 (centres undefined)
26	COC(=O)Nc1c(C)nn(Cc2ccccc2C)c1C
27	O=C(COc1ccc(S(=O)(=O)NCc2ccccc2)cc1Cl)N1CCOCC1
28	O=c1c(Cc2ccccc2O)c(O)nc2n1CCCS2

screen / no.	25	26	27	28
Lung fibro prol	101	97	96	94
HUVEC inhibit	96	101	93	103
ERb SRC1 inh	4	-7[fluorescence artefact?]	-2	1
ERa coact inh	18	-6	12	4
Smad3 FoxH1 inh	-6	-4	8[fluorescence artefact?]	-1
MT1-MMP txn act	1	1.2	1	1.1
H69AR growth 86K	92	97	91	97
ERa SRC1 pot	102	111	104	102[fluorescence artefact?]
Mac1 fbg enh	-3	-4	6	-1

# A stretch of the results above:
19	O=C(C1CCC(CNc2c(N3CCCCC3)c(=O)c2=O)CC1)N1CCc2ccccc2C1 (centres undefined)
20	Cc1cc2c(cc1C)CSC(c1ccc3ccccc3c1O)SC2
21	O=C(CN1C(=O)C2CC=CCC2C1=O)Nc1nccs1 (centres undefined)
22	Cc1ccc(S(=O)(=O)Oc2ccccc2/C=N/NC(=O)c2c(Cl)cnn2C)cc1
23	Cc1cc(=O)n2nc(N3CCCC3C(=O)NCc3ccccn3)sc2n1 (centres undefined)
24	O=C(Nc1ccc(N2CCOCC2)cc1)c1cc2ccccc2o1
25	COC(=O)c1ccc(N2C(=O)CC(NCc3ccccc3)C2=O)cc1 (centres undefined)
26	COC(=O)Nc1c(C)nn(Cc2ccccc2C)c1C

screen / no.	19	20	21	22	23	24	25	26
Lung fibro prol	90	98	93	98	102	100	101	97
HUVEC inhibit	84	91	95	86	92	105	96	101
ERb SRC1 inh	-3	15	2	-3	10	5	4	-7[fluorescence artefact?]
ERa coact inh	3	-5	-1	0	6	5	18	-6
Smad3 FoxH1 inh	5	3	3	14[fluorescence artefact?]	-4	12	-6	-4
MT1-MMP txn act	1	1.4	1.1	1.1	1.3	1.6	1	1.2
H69AR growth 86K	80	38*	90	33*	86	94	92	97
ERa SRC1 pot	158	105	116	107	93	109	102	111
Mac1 fbg enh	6	3	2	·	-4	·	-3	-4

27	O=C(COc1ccc(S(=O)(=O)NCc2ccccc2)cc1Cl)N1CCOCC1
28	O=c1c(Cc2ccccc2O)c(O)nc2n1CCCS2

screen / no.	27	28
Lung fibro prol	96	94
HUVEC inhibit	93	103
ERb SRC1 inh	-2	1
ERa coact inh	12	4
Smad3 FoxH1 inh	8[fluorescence artefact?]	-1
MT1-MMP txn act	1	1.1
H69AR growth 86K	91	97
ERa SRC1 pot	104	102[fluorescence artefact?]
Mac1 fbg enh	6	-1
